# POLH inh: qHTS for Inhibitors of Polymerase Eta; DNA polymerase eta (Homo sapiens), Q9Y253; recombinant Pol eta, fluorescent DNA replication assay; Potency, µM (doses to about 114 µM), without a hit: at the highest dose activity change, negative = inhibition, hits mostly inhibitors; 390,000 tested, 1.2% active; AID 588591, 2011; note: potency is the fitted concentration of half-maximal effect; % is set by controls: 0 for no effect and ±100 for the full control effect
#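 Pol eta (10 nM) was preincubated with compounds for 15 min at room temperature, after which fluorescent replication substrate (50 nM final) was added to start the reaction. Fluorescence was read kinetically at 0 and 10 min.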
# RXFP1 antagonist: qHTS Assay for Antagonists of the Relaxin Receptor RXFP1. Relaxin receptor 1 (Homo sapiens), Q9HBX9. HEK293-RXFP1, relaxin-stimulated cAMP HTRF, 30 min; active compounds read low. activity change, negative = inhibition, % at 57.5 µM. 350,000 tested, 0.59% active. AID 1259400, 2018;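 active = activity change of -60% or lower, but not beyond a set lower limit; inconclusive = change between -60% and -40%, or beyond the set limit; inactive = change above -40%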; note: % is set by controls: 0 for no effect and ±100 for the full control effect
# APE1 inh: qHTS Assay for Inhibitors of the Human Apurinic/apyrimidinic Endonuclease 1 (APE1). DNA repair nuclease/redox regulator APEX1 (Homo sapiens), P27695. recombinant APE1, TAMRA/BHQ-2 abasic DNA cleavage fluorescence. Potency, µM (highest dose often 65.8 µM), for the others: at the top dose activity change, negative = inhibition, most hits filed as inhibitors. 350,000 tested, 0.35% active. AID 2517, 2012;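 note: potency is the fitted concentration of half-maximal effect; plate controls were vehicle for no effect and reference inhibitor for full effect; nearly all actives have a fitted effect of over 55% in size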
#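 APE1 at 0.75 nM final was preincubated with compound 15 min at room temperature, then 50 nM double-stranded THF abasic-site substrate (5'-TAMRA/3'-BHQ-2) was added. Fluorescence (ex 525/em 598 nm) was read kinetically; third-minus-first read gave activity.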
# Apoferritin bind: qHTS Assay for Identification of Novel General Anesthetics. Ferritin light chain (Equus caballus), P02791. apoferritin/1-aminoanthracene competitive binding, fluorescence. Potency, µM (titrated, usually from 77.5 µM), for inactives: top-dose activity change, negative = displacement, usual class: inhibitors. 350,000 tested, 0.074% active; note: potency is the fitted concentration of half-maximal effect; % is set by controls: 0 for no effect and ±100 for the full control effect; nearly all actives have a fitted effect of over 20% in size
# Target sequence (P02791 2-175 limits assumed): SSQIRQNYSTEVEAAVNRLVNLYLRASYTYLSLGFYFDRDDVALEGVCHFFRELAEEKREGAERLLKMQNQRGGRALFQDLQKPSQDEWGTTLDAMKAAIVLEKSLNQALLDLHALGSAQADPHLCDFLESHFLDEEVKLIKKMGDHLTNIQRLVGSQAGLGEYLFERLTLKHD
#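 Read-out: endpoint 1-AMA fluorescence, excitation 380 nm and emission 535 nm, after compounds sit 10 min at room temperature with 10 uM horse-spleen apoferritin in 50% saturated 1-AMA/PBS. Values come from four-parameter Hill fits.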
# POLB inh: qHTS Assay for Inhibitors of DNA Polymerase Beta; Potency, µM (titrated, usually from 114 µM), for the others: at the top dose activity change, negative = inhibition, actives largely listed as inhibitors; P06746; AID 485314, 2010; 340,000 tested, 1.3% active; Pol beta primer extension/strand displacement, fluorescence kinetic; note: potency is the fitted concentration of half-maximal effect; % is set by controls: 0 for no effect and ±100 for the full control effect
#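 Pol beta (10 nM) and compounds were preincubated 15 min at room temperature, then 50 nM substrate (final) started primer extension/strand displacement. Reads were taken at 0 and 10 min; concentration-response data were fitted to a four-parameter Hill equation.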
# BLM inh: qHTS Assay for Inhibitors of Bloom's syndrome helicase (BLM) | AID 2528, 2010 | recombinant BLM DNA unwinding, fluorescence dequenching | Potency, µM (titrated, usually from 56.1 µM), for the others: top-dose activity change, negative = inhibition, usual class: inhibitors | 350,000 tested, 0.2% active | RecQ-like DNA helicase BLM (Homo sapiens), P54132;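 note: potency is the fitted concentration of half-maximal effect; plate controls were vehicle for no effect and no enzyme for full effect; nearly all actives have a fitted effect of over 35% in size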
# POLK inh: qHTS for Inhibitors of Polymerase Kappa. purified Pol kappa, fluorescent DNA synthesis assay, 10 min. Potency, µM (doses to about 107 µM), for inactives: at the top dose activity, negative = inhibition, usual class: inhibitors. 400,000 tested, 0.53% active; note: potency is the fitted concentration of half-maximal effect; % is set by controls: 0 for no effect and ±100 for the full control effect
# Target sequence (Q9UBT6 whole entry, looked up): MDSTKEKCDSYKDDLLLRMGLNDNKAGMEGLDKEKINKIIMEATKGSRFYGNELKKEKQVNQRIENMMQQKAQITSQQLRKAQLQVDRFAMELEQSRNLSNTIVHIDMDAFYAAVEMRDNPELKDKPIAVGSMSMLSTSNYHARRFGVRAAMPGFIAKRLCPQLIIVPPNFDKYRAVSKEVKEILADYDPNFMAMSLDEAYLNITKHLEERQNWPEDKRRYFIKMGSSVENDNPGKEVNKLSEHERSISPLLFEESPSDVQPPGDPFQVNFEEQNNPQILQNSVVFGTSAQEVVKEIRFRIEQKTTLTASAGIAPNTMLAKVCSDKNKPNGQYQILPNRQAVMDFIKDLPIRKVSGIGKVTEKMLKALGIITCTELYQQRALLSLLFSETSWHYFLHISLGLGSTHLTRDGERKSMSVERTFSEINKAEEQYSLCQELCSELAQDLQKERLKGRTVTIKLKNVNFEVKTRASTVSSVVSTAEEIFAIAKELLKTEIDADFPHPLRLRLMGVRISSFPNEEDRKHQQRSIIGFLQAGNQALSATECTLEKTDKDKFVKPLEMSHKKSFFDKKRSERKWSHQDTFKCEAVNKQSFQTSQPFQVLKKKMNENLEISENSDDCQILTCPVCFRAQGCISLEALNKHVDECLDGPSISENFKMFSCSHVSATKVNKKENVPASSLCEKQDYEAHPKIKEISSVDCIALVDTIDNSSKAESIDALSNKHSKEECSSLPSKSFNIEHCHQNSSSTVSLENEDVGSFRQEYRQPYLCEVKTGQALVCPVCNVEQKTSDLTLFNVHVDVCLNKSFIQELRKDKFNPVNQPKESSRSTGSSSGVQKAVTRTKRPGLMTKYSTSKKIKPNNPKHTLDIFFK
#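 Activity was followed as the change in fluorescence between reads at 0 and 10 min after starting the reaction with 50 nM substrate. Beforehand, 10 nM polymerase had been preincubated with compound for 15 min at room temperature.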
# POLI inh: qHTS for Inhibitors of Polymerase Iota. AID 588590, 2011. DNA polymerase iota (Homo sapiens), Q9UNA4. Potency, µM (titrated, usually from 115 µM), inactives show at the top dose activity, negative = inhibition, hits mostly inhibitors. Pol iota fluorescent replication assay, 10 min. 390,000 tested, 1% active; note: potency is the fitted concentration of half-maximal effect
#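 Fluorescent replication assay read twice, at 0 min and 10 min after adding 50 nM (final) substrate. Enzyme (10 nM) and compounds were first incubated 15 min at room temperature; enzyme-free buffer wells were negative controls.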
# Tb PGK inh: qHTS Assay to Find Inhibitors of Phosphoglycerate Kinase; 380,000 tested, 0.043% active; AID 602233, 2012; Potency, µM (titrated, usually from 57.5 µM), inactives show top-dose activity change, negative = inhibition, actives largely listed as inhibitors; PGK/GAPDH coupled, Kinase-Glo luminescence, 60 min; Phosphoglycerate kinase, glycosomal (Trypanosoma brucei brucei), P07378; note: potency is the fitted concentration of half-maximal effect; % is set by controls: 0 for no effect and ±100 for the full control effect; nearly all actives have a fitted effect of over 60% in size
#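 Luminescent ATP detection (Kinase-Glo Plus) follows a 60-minute room-temperature incubation, with wells lacking PGK as controls. Buffer: 100 mM TEA (pH 7.6), 5 mM MgCl2, 0.01% Tween-20. Coupling enzyme GAPDH (100 nM final) supplies unstable 1,3-BPG in-well.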
# Starred values were filed as active, the others as inactive; i = inactive; ? = inconclusive; / = not tested or not shown; & = joins results of further samples; [ ] = dose if it differs, or a comment. Unless noted, calls come from the whole dose curve; as a rule, active = well fitted curve in the direction sought with a large enough effect; inconclusive = small, poorly fitted or top-dose-only effect, or another doubt; inactive = no such curve, though single readings can be large; an effect the other way counts as inactive or inconclusive. Not all compounds are listed. The share of hits here may be higher or lower than overall.
POLI inh | POLK inh | RXFP1 antagonist | POLB inh | Tb PGK inh | APE1 inh | POLH inh | BLM inh | Apoferritin bind | Compound
28% | -8% | -9 | 10% | 2% | -3% | ? | -1% | -20% | CC(C)C1CC(=O)NC(SCC(=O)Nc2ccc(Br)cc2)=C1C#N (stereo not given)
139%[activator] | -3% | -26 | 99% | -1% | 4% | -16% | -5% | -1% | COc1ccc(-c2nc3ccccc3c(=O)n2CC(C)C)cc1
1% | -9% | -10 | -6% | 2% | 3% | -6% | -3% | 8% | O=C(Nc1ccc(NC(=O)C2CCCN2C(=O)OCc2ccccc2)cc1)c1ccco1 (stereo not given)
-3% | -11% | -1 | 24% | -1% | 55%[activator] | -2% | -2% | -7% | Cc1ccc[n+](C(C)C(=O)Nc2ccc(C)c(C)c2)c1 (stereo not given)
10% | 1% | -8 | -1% | -9% | / | -23% | -11% | 5% | Fc1ccc(C(NCCc2ccc(Cl)cc2)c2nnc(-c3ccccc3Cl)o2)cc1 (stereo not given)
22% | 5% | -9 | 32% | 4% | -3% | -17% | -1% | ? | O=C(CCSc1ccc(Cl)cc1)N1CCCCCC1
? | -7% | -13 | 38% | i | 0% | -16% | -7% | ? | S=C(c1ccc(Br)cc1)N1CCN(Cc2ccccc2)CC1
16% | 13% | -3 | 23% | -1% | 19% | -4% | -4% | 5% | CSCc1cc(N(C)c2ccccc2)nc(-c2ccccn2)n1
3% | -6% | 12 | 14% | i | ? | -21% | -4% | 24% | FC(F)(F)c1cccc(NC(=S)NCc2ccccn2)c1
? | ? | / | -1% | -1% | -6%&4% | -12% | -3%&0% | -6%&3% | CCC1=C2CC[C@H]3C(=O)N(CC(=O)OC)C(=O)[C@H]3[C@H]2[C@@]2(C)C(=NCC(=O)OC)OC(=O)N2C1=O
? | 3% | / | 20% | -1% | ? | -6% | 0% | 2% | CCc1ccc(NC(=O)CN(c2ccc3c(c2)OCO3)S(=O)(=O)c2c(C)noc2C)cc1
20% | -1% | -18 | -4% | -3% | -4% | 7% | 4% | -17% | CCCC(=O)Nn1cnc2c(c1=O)C1(CCCCC1)Cc1ccccc1-2
1% | 2% | 3 | 9% | -14% | 2% | -14% | 5% | -6% | COc1ccc2c(c1)[nH]c1c(Cl)ncnc12
109%[activator] | -3% | 2 | -3% | -3% | -1% | -2% | -6% | -17% | CCC1CCCCN1C(=S)Nc1cccc(S(=O)(=O)N(C)C)c1 (stereo not given)
/ | / | / | 13% | / | 12% | / | -2% | -19% | Cc1ccc(Nc2nc(-c3sc(NC(=O)c4ccc([N+](=O)[O-])cc4)nc3C)cs2)cc1
147%[activator] | -9% | -28 | 34% | 5% | -4% | -3% | -4% | ? | FC(F)(F)COc1nc(N/N=C/c2cccnc2)nc(N2CCCCC2c2ccccn2)n1 (stereo not given)
24% | -18% | -8 | 2% | -4% | / | ? | -3% | -8% | COc1ccc(CNC(=O)Cn2ncn3nc(-c4cccs4)cc3c2=O)cc1
58%[activator] | 4% | 3 | -2% | -8% | 13% | -9% | -1% | -2% | COc1ccc(C)cc1S(=O)(=O)N(C)CC(=O)N1CCN(C)CC1
28% | -4% | -4 | 17% | -9% | 1% | -17% | -10% | -17% | Cn1cccc1/C=N/N1CCN(c2ccccn2)CC1
-9% | -3%[60.1 µM] | -17 | 25% | -2% | / | -16% | 0% | 4% | Cc1ccc(CNC(=O)c2c(-c3ccc(F)cc3F)noc2C)o1
93%[activator] | -11% | -7 | 10% | i | 42% | -17% | -2% | 10% | O=C(NC(Cc1ccccc1)C(=O)O)/C(=C\c1ccccc1)NC(=O)c1ccco1 (stereo not given)
7% | 0% | 3 | 82% | -22% | -1% | 2% | -1% | 0% | Cc1ccsc1C(=O)Nc1ccc(C(=O)O)cc1
-9% | -17% | -2 | / | -16% | / | -13% | / | / | CCOc1ccc2nc(NCCCNS(=O)(=O)c3ccc(F)cc3)c(C#N)cc2c1
? | -14%[60.1 µM] | -22 | ? | -8% | / | -14% | -8% | 412%[activator] | CCOc1ccc(C2=CC(c3cc(Br)ccc3F)n3ncnc3N2)cc1Cl (stereo not given)
31%[activator] | 2% | 3 | 18% | i | 1% | -12% | -6% | -8% | CCN(C(=O)c1cc2c(=O)[nH]c3ccc(C)cc3c2s1)c1ccc(F)cc1
-19% | -2% | -10 | / | i | 34%[activator] | -18% | / | / | COc1ccc(NC(=O)CN(C)C(=O)c2ccc3ccccc3c2)cc1
13% | -18% | -8 | -14% | -1% | 9% | 2% | 0% | 7% | O=C(NC(=O)c1ccccc1O)c1ccc(C(F)(F)F)cc1
10% | 0% | -17 | 7% | -6% | -3% | -20% | -2% | -16% | O=C(O)CNC(=S)N(Cc1ccccc1Cl)C1CCCCC1
21% | -8% | -7 | / | -2% | 16% | ? | / | / | COc1ccc(CC(=O)NCc2ccc(Cl)cc2)cc1S(=O)(=O)N1CCOCC1
127%[activator] | -11% | -6 | 30% | 1% | -1% | 1% | -5% | -8% | OC(COc1ccccc1)CN1CCC(Cc2ccccc2)CC1 (stereo not given)

# Taken from above for reference:
POLI inh | POLK inh | RXFP1 antagonist | POLB inh | Tb PGK inh | APE1 inh | POLH inh | BLM inh | Apoferritin bind | Compound
93%[activator] | -11% | -7 | 10% | i | 42% | -17% | -2% | 10% | O=C(NC(Cc1ccccc1)C(=O)O)/C(=C\c1ccccc1)NC(=O)c1ccco1 (stereo not given)
7% | 0% | 3 | 82% | -22% | -1% | 2% | -1% | 0% | Cc1ccsc1C(=O)Nc1ccc(C(=O)O)cc1
-9% | -17% | -2 | / | -16% | / | -13% | / | / | CCOc1ccc2nc(NCCCNS(=O)(=O)c3ccc(F)cc3)c(C#N)cc2c1
? | -14%[60.1 µM] | -22 | ? | -8% | / | -14% | -8% | 412%[activator] | CCOc1ccc(C2=CC(c3cc(Br)ccc3F)n3ncnc3N2)cc1Cl (stereo not given)

# Complete entries as entered above. Values in the order: POLI inh, POLK inh, RXFP1 antagonist, POLB inh, Tb PGK inh, APE1 inh, POLH inh, BLM inh, Apoferritin bind
# COc1ccc(CC(=O)NCc2ccc(Cl)cc2)cc1S(=O)(=O)N1CCOCC1 as listed: 21%, -8%, -7, /, -2%, 16%, ?, /, /
# CCC1CCCCN1C(=S)Nc1cccc(S(=O)(=O)N(C)C)c1 (stereo not given) as listed: 109%[activator], -3%, 2, -3%, -3%, -1%, -2%, -6%, -17%
# CCOc1ccc(C2=CC(c3cc(Br)ccc3F)n3ncnc3N2)cc1Cl (stereo not given) as listed: ?, -14%[60.1 µM], -22, ?, -8%, /, -14%, -8%, 412%[activator]
# CCN(C(=O)c1cc2c(=O)[nH]c3ccc(C)cc3c2s1)c1ccc(F)cc1 as listed: 31%[activator], 2%, 3, 18%, i, 1%, -12%, -6%, -8%

# Carrying on:
POLI inh | POLK inh | RXFP1 antagonist | POLB inh | Tb PGK inh | APE1 inh | POLH inh | BLM inh | Apoferritin bind | Compound
? | -21% | -21 | ? | -10% | 0% | -21% | -11% | -3% | O=C(/C=C/c1ccco1)Nc1ccc2nn(-c3ccccc3)nc2c1
66%[activator] | -4% | -7 | 1% | -8% | -9% | -12% | -15% | -17% | CN(C)S(=O)(=O)c1cc(NC(=O)CN2CCCc3ccccc32)ccc1Cl
13% | -7% | -8 | / | i | 49%[activator] | -20% | / | / | CC1CCCC(C)N1C(=O)COC(=O)CNC(=O)c1sc2ccccc2c1Cl (stereo not given)
-12% | -17% | -23 | 22% | -6% | / | -16% | -1% | 5% | O=C(C1COc2cc(S(=O)(=O)Nc3ccc(Cl)cc3)ccc2O1)N1CCCC1 (stereo not given)
? | -18% | 4 | -6% | -1% | -2% | -5% | -9% | 0% | CCn1c(C(=O)OC)cc2c1ccn2-c1ccc(F)cc1
0% | -1% | -11 | 2% | -11% | 4% | -5% | -3% | -13% | Cc1cc2c(=O)n(CC(=O)NCC(=O)N3CCN(Cc4ccccc4)CC3)cnc2s1
-1% | 0% | -9 | -10% | -1% | / | -22% | -3% | -10% | Cc1cc(Cl)ccc1NC(=O)CN(c1ccccc1Br)S(C)(=O)=O
-9% | -2% | -22 | 10% | 4% | -23% | -5% | -6% | -4% | COc1ccc(NC(=O)c2sc3nc(C)nc(N4CCN(c5ccccn5)CC4)c3c2C)c(OC)c1
13% | -1% | / | 26% | -7% | -2% | -9% | -3% | ? | NC(=O)CC(NC(=O)c1ccccc1)c1ccc(NCCc2cccc(F)c2)c([N+](=O)[O-])c1 (stereo not given)
/ | / | / | ? | / | 2% | / | -1% | -9% | Cc1ccc(C(c2nnnn2C(C)(C)C)N2CCc3ccccc3C2)cc1 (stereo not given)
18%[58.9 µM] | -4% | 5 | 2% | i | 10% | -14% | 1% | 1% | CCOC(=O)C1CCN(C(=O)Nc2ccc(OC)c(OC)c2)CC1
95%[activator] | -8% | 0 | -10% | -10% | -6% | -21% | -7% | ? | CC(=O)N1CCCC(C(=O)c2ccc3c4c(cccc24)CC3)C1 (stereo not given)
31%[activator] | -7% | -7 | -1% | 5% | 0% | 1% | 1% | -9% | COc1ccc(C(=O)NNC(=O)CSc2nnc(COc3ccccc3)n2C)cc1
? | -8% | / | 29% | -2% | -4% | 7% | -5% | 146%[activator] | COc1ccccc1/C=C/C(=O)c1ccc(NC(C)=O)cc1
? | -4% | 3 | 0% | -2% | -4% | 2% | -9% | -8% | CCc1cc2c(SCC(=O)c3cccs3)ncnc2s1

# Source: PubChem BioAssay (National Center for Advancing Translational Sciences (NCATS))
